Bioassay records from PubChem.
CHT block: human CHT choline transport inhibition | Q9GZV3 | CHT-expressing cells, membrane potential dye, choline response; hits give low values | B-score at 10 µM | 310,000 tested, 0.86% active;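 active = B-score over 3 SD under the library average, and starting fluorescence ratio not unusually high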;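 note: choline stimulus applied at its EC90 after an EC20 pre-addition; B-score computed on integrated fluorescence ratio after choline addition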
STK33 inh: blocks human STK33 kinase activity. purified STK33, MBP phosphorylation, ADP-Glo luminescence. inhibition, % at 10 µM. 320,000 tested, 0.073% active. AID 2661;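 active = inhibition at or above 25%, using the most active replicate where run in duplicate; inactive = inhibition below 25%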
Target sequence (Q9BYT3 whole entry, looked up): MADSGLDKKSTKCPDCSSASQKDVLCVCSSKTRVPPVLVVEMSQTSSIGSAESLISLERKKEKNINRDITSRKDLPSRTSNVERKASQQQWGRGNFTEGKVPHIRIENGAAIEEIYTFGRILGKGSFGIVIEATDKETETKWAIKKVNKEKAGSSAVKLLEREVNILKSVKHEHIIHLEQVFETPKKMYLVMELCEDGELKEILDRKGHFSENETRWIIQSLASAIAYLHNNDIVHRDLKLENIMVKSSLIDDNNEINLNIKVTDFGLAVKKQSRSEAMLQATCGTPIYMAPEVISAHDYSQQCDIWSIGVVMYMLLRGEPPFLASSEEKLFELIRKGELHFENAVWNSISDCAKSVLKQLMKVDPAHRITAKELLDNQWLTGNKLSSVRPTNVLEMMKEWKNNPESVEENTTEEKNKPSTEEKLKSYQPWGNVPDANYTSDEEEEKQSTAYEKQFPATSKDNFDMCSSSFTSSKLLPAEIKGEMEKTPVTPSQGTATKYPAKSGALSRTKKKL
CHT allo act: human CHT allosteric activation | Q9GZV3 | CHT-expressing cells, membrane potential dye, choline EC20; hits give high values; LV-AA mutant CHT in HEK293 cells | B-score at 10 µM | 310,000 tested, 0.49% active | AID 488977;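 active = initial fluorescence not abnormally high and integrated response B-score, plate-corrected, over 3 SD above library mean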
Numbers without * were called inactive; i = inactive; . = not tested or not shown.

SMILES,STK33 inh,CHT block,CHT allo act
COc1ccc(CCNC(=O)C2C3CCC(C3)C2C(=O)O)cc1OC (stereo not drawn),0.5,i,i
Cc1ccc(N2CC(C(=O)Nc3nnc(SCc4ccccn4)s3)CC2=O)cc1 (stereo not drawn),0.5,i,i
CC1Cc2ccccc2N1C(=O)CN1C(=O)NC(C)(CCc2ccccc2)C1=O (stereo not drawn),-1.4,i,i
CCC(C)[C@H](NC(=O)Nc1ccc(Oc2ccccc2)cc1)C(=O)O (stereo partly drawn),-0.4,i,i
CCN(CC)CCN1C(=O)c2oc3ccc(F)cc3c(=O)c2C1c1ccncc1 (stereo not drawn),-0.3,i,i
Cc1ccc(NS(=O)(=O)c2ccc3c(c2)NC(=O)CO3)c(C)c1,-2.0,i,i
Clc1ccc(-c2noc(COc3ccccc3)n2)cc1,-1.1,i,i
CCCCNC(=O)CCn1c(=O)c2ccccc2n(Cc2ccc(F)cc2)c1=O,1.4,i,i
Cc1ccc(NC(=O)CN2C(=S)NC(C)(C)CC2C)cc1Cl (stereo not drawn),-1.4,i,i
CCC(=O)c1ccc(OC)c(OC)c1O,0.3,i,i
COc1cc(C)c(NC(=O)C(=S)N2CCCC2)cc1C,0.8,i,i
CN(C)C1=NC[C@H](Cc2ccccc2)N1CC1CCC(C(C)(C)C)CC1 (stereo partly drawn),-1.9,i,15.3*
O=C(NNC(=O)C12CC3CC(CC(C3)C1)C2)c1ccccc1F,0.2,i,i
COc1ccc(CCNC(=O)C(=O)NCC2OCCN2S(=O)(=O)c2ccc(F)cc2)cc1 (stereo not drawn),-2.1,i,i
O=C(Nc1ccc2oc(-c3ccccc3)nc2c1)c1ccncc1,0.0,i,i
N#Cc1c(N)n(-c2ccc(N)cc2)c2nc3ccccc3nc12,-2.0,i,i
Cc1cc(C(=O)N/N=C/c2cc(Br)cc([N+](=O)[O-])c2O)c2ccccc2n1,-2.0,i,i
CCOCCn1c(=O)c2c(nc3n2CC(C)CN3Cc2ccccc2)n(C)c1=O (stereo not drawn),0.1,i,i
COc1cccc(NC(=S)NC(=O)c2cncc(Br)c2)c1,0.2,i,i
CCOc1ccccc1OC(C)C(=O)Nc1ccc(S(=O)(=O)N2CCCC2)cc1 (stereo not drawn),0.8,i,i
CC(C)(C)NC(=S)Nc1ccc(Nc2ccccc2)cc1,-1.7,i,i
COc1ccc(C(=O)N/C(=C/c2ccc(Cl)cc2)C(=O)NCc2ccncc2)cc1,-0.9,i,i
COc1ccc(CNC(=O)c2c(C)cc(=O)oc2C)cc1,-3.9,i,i
CCC(=O)Nc1cccc(NC(=S)NC(=O)Cc2ccccc2)c1,-0.7,i,i
Cc1ccc(S(=O)(=O)N2CCC(=O)N(CCOCc3cccc(C)c3)CC2)cc1,-0.9,i,i
CCOc1cc2c(cc1/C=C/C(=O)O)OC(C)C2 (stereo not drawn),1.0,i,i
Nc1nc(Nc2ccccc2)nc(N2CCCC2)c1[N+](=O)[O-],16.3,i,i
Cc1ccccc1N1CCN(S(=O)(=O)c2cccs2)CC1,-0.2,i,i
COc1ccc(-c2n[nH]c(=S)n2Cc2ccco2)cc1,0.8,i,i
C=CCOC(=O)c1ccc(-n2cnc(C)n2)nc1,0.8,i,i
CC(=O)n1cc([C@@H]2C=C(C(=O)O)O[C@H](OCc3ccc(CO)cc3)C2)c2ccccc21,-0.3,i,i
O=C1C=C(NCCN2CCOCC2)C(=O)c2cnccc21,-0.9,i,i
CSc1ccc(/C=C/C(=O)c2ccc(NC(=O)Cc3ccccc3)cc2)cc1,0.3,i,i
CCOC(=O)c1cnn2c(C(F)(F)F)cc(-c3cn(C)nc3C)nc12,1.1,i,i
CCSc1nc2sc3c(c2c(=O)[nH]1)CCCC3,-1.5,i,i
Cc1ccc2[nH]c3c(=O)n(CCN4CCOCC4)cnc3c2c1,0.3,i,i
CC(=O)N(/C=C1\SC(=S)N(c2ccccc2)C1=O)c1ccccc1,-2.3,i,i
CCCCC(CC)C(=O)NCc1ccc(F)cc1 (stereo not drawn),1.3,i,i
CCOC(=O)c1ccccc1NC(=S)N1CCC(N2CCCCC2)CC1,-0.4,i,i
O=C(CSc1nnc(CNc2ccccc2)o1)N1CCCc2ccccc21,0.1,i,i

Compound profiles (already shown). Order of values: STK33 inh | CHT block | CHT allo act
COc1ccc(-c2n[nH]c(=S)n2Cc2ccco2)cc1 as listed: 0.8 | i | i
Cc1ccc(N2CC(C(=O)Nc3nnc(SCc4ccccn4)s3)CC2=O)cc1 (stereo not drawn) as listed: 0.5 | i | i

Arranged by SMILES length (rising): some entries from above
SMILES,STK33 inh,CHT block,CHT allo act
CCCCC(CC)C(=O)NCc1ccc(F)cc1 (stereo not drawn),1.3,i,i
O=C1C=C(NCCN2CCOCC2)C(=O)c2cnccc21,-0.9,i,i
COc1ccc(-c2n[nH]c(=S)n2Cc2ccco2)cc1,0.8,i,i
Nc1nc(Nc2ccccc2)nc(N2CCCC2)c1[N+](=O)[O-],16.3,i,i
CCOC(=O)c1cnn2c(C(F)(F)F)cc(-c3cn(C)nc3C)nc12,1.1,i,i
Cc1ccc(S(=O)(=O)N2CCC(=O)N(CCOCc3cccc(C)c3)CC2)cc1,-0.9,i,i

Going on with the list:
SMILES,STK33 inh,CHT block,CHT allo act
COc1cc2c(c(OC)c1O)C(=O)CO2,-0.2,i,i
COCCn1nnnc1C(c1cccc(C(F)(F)F)c1)N1CCOCC1 (stereo not drawn),0.0,i,i
CC(=O)Nc1ccc(NC(=O)[C@@H]2CCCN2S(=O)(=O)c2ccc3c(c2)OCCO3)cc1,1.1,i,i
CCn1cnc2c(oc3ccccc32)c1=O,-1.2,i,i
COc1cccc(OC)c1C(=O)NCCN1CCN(C(=O)c2c(OC)cccc2OC)CC1,0.1,i,i
CCOC(=O)C1CCCN(C(=O)C2CCCN(S(=O)(=O)c3ccc4c(c3)oc(=O)n4C)C2)C1 (stereo not drawn),-0.9,i,i
Cc1[nH]c2ccc(Br)cc2c(=S)c1C/C=C/Cl,-0.1,i,i
O=S(=O)(C(=CNc1ccccc1)S(=O)(=O)c1ccccc1)c1ccccc1,0.5,i,i
Cc1ccnc(SCC(=O)NC2CC2)n1,-1.5,i,i
Cc1ccc(S(=O)(=O)N2C(=O)c3cccc4cccc2c34)cc1,-3.3,i,i
O=C(NC(=S)Nc1ccccc1)c1cncc(C#Cc2ccccc2)c1,-1.6,i,i
Cn1cccc1C(=S)N1CCOCC1,-0.5,i,i
Cc1nnc(NS(=O)(=O)c2ccc(Br)cc2)s1,-0.5,i,i
Cc1nc2ccc(NC(=O)c3ccc(S(=O)(=O)N4CCOCC4)cc3)cc2s1,0.2,i,i
CCCCN(C)C(=O)c1cc2cc([N+](=O)[O-])cc(OC)c2oc1=O,-0.1,i,i
O=C(NCCCC(=O)N1CCCCC1)c1ccc(Cl)cc1,-0.5,i,i
CCOC(=O)c1ccc(N=C2SC(C(=O)NCCc3ccccc3)CC(=O)N2C)cc1 (stereo not drawn),.,i,i
C=CCn1c(SCC(=O)NC)nnc1C12CC3CC(CC(C3)C1)C2,-2.0,i,i
Cc1cc(=O)[nH]c(Nc2c(C)n(C)n(-c3ccccc3)c2=O)n1,-1.0,i,i
COc1cccc(CNC(=O)C2CCC(CNS(=O)(=O)c3cccc4nsnc34)CC2)c1 (stereo not drawn),-1.8,i,i
CC(C)N1C(=O)CCC1C(=O)N1CCC(Cc2ccccc2)CC1 (stereo not drawn),-0.7,i,i
O=C(Cc1ccc(F)cc1)Nc1c2c(nn1-c1cccc(Cl)c1)CS(=O)C2 (stereo not drawn),-4.1,i,i
CCOc1ccc(CCNC(=O)COc2cccc(-n3cnnn3)c2)cc1OCC,1.2,i,i
CCCCNC(=S)NNC(=O)C1=NN(c2cc(C)ccc2C)C(=O)CC1,-1.9,i,i
Cc1cccc(N2CCN(S(=O)(=O)c3ccc4c(c3)n(C)c(=O)c(=O)n4C)CC2C)c1 (stereo not drawn),0.5,i,i
CCCCn1c(N)c(N(CC(C)C)C(=O)CC(NC(=O)c2ccccc2)c2ccccc2)c(=O)[nH]c1=O (stereo not drawn),-0.6,i,i
COC(=O)c1sccc1N/N=C/c1ccc(OC)c(OC)c1OC,-0.6,i,i
Cc1ccc(NC(=O)NC2=N/C(=C(/C#N)C(=O)N3CCCC3)c3ccccc32)cc1,-2.7,i,i
CC(C)(C)c1ccc(CSc2nnc(-c3ccccn3)n2Cc2ccco2)cc1,-0.3,i,i
Cc1cccc(NC(=O)CNC(=O)C23CC4CC(CC(Cl)(C4)C2)C3)n1,0.1,i,i
COC(=O)c1scc(C)c1N/N=C(\C)c1ccc(F)cc1,-0.3,i,i
O=C(CSc1nnc(NC(=O)c2ccccc2C(=O)O)s1)Nc1ccccc1Cl,5.7,i,i
COc1ccc2nc(NC(=O)c3ccc(Br)s3)sc2c1,-0.2,i,i
FC(F)Oc1cccc(NC(=S)N2CCN(c3ccccn3)CC2)c1,0.0,i,i
CCc1nnc(NC(=O)CSc2nnc(CNc3ccc(C)cc3)n2C)s1,-0.6,i,i
Nc1c(C(=O)Nc2ccccc2)sc2nc3c(c(-c4ccco4)c12)CCCC3,7.1,i,i
CCC(=O)Nc1ccc(C(=O)CSc2nnc(-c3ccc(O)cc3)n2CC2CCCO2)cc1 (stereo not drawn),-1.0,i,i
CCC(C)NCC(=O)Nc1ccc(S(N)(=O)=O)cc1 (stereo not drawn),1.7,i,i
Cc1cc(Cl)nc2ccc(Cc3ccc4nc(Cl)cc(C)c4c3)cc12,-0.2,i,i
CCCCCN(C(=O)CCC(=O)OCc1cccc(Cl)c1)c1c(N)n(CCCC)c(=O)[nH]c1=O,.,i,i
CS(=O)(=O)Nc1ccc2c3c(cccc13)CC2,-0.1,i,i
CCOC(=O)CN=C1CC(C)(C)CC2=C1Sc1ncnc(N(C)C)c1N2,.,i,i
Cc1ccc(-n2nc3c(=O)n(C(C)C(=O)NCc4ccc5c(c4)OCO5)nc(C)c3c2C)cc1 (stereo not drawn),-1.2,i,i
C=CCn1c(NCc2cc(Cl)ccc2O)nc2ccccc21,-2.1,i,i
O=C1c2cccnc2C(=O)N1Cc1ccc(S(=O)(=O)N2CCN(c3ccccc3)CC2)cc1,-0.4,i,i
CCOc1ccc(-c2noc(CCC(=O)NC3CCCCC3)n2)cc1OC,-1.6,i,i
Cc1ccc(-c2nnc(NC(=O)CCS(=O)(=O)c3ccc(F)cc3)o2)c(C)c1,-0.1,i,i
COCCN(C(=O)/C=C/c1ccccc1)c1c(N)n(Cc2ccccc2)c(=O)[nH]c1=O,0.6,i,i
CC(C)NC(=O)NC(=O)COC(=O)Cc1c(F)cccc1Cl,-1.6,i,i
CCC1=C/C(=C/c2sc3ccccc3[n+]2CC)CC(C)(C)C1,3.2,i,i
CCn1nc(C)c(Br)c1C(=O)Sc1ccccc1Cl,-0.1,i,i
CSC1CCCCC1(O)CSc1nc2c(cc1C#N)CCCC2 (stereo not drawn),-0.6,i,i
CC(=O)C1=C(O)C(=O)N(c2cccc(Br)c2)C1c1ccccc1Cl (stereo not drawn),-4.5,i,i
COc1ccc(C(CNc2ccc(S(C)(=O)=O)cc2[N+](=O)[O-])N(C)C)cc1OC (stereo not drawn),0.5,i,i
Cc1cccc(C)c1NC(=O)Cn1c(=O)c2cccn2c2ccccc21,-4.1,i,i
Cc1ccccc1CC(=O)NC1CCN(C)CC1,-7.4,i,i
CCCC(=O)NC(=S)N1CCN(c2ccc([N+](=O)[O-])cc2)CC1,2.1,i,i
Cc1ccc(-c2noc(CN(C)C(=O)Nc3ccc(F)cc3)n2)cc1,-0.5,i,i
CCOC(=O)c1cnc2c(C)cc(C)cc2c1NCCCN1CCOCC1,0.3,i,i
COc1ccc(C(=O)NCc2nnc(SCC(=O)Nc3cc(OC)ccc3OC)o2)cc1,-1.9,i,i

Carrying on:
SMILES,STK33 inh,CHT block,CHT allo act
O=C1CN2NC(=S)N(c3ccc(Cl)cc3)C2=CN1c1ccc(Cl)cc1,-1.5,i,i
Cc1ccccc1C(=O)N/N=C/c1ccc(OCC(=O)N2CCCCC2)cc1,-0.2,i,i
Cc1ccc(NC(=O)CN2CCC(NC(=O)c3cccc(F)c3)CC2)cc1C,0.1,i,i
O=C1c2nccnc2C(=O)N1c1ccc(F)cc1,-1.1,i,i
COc1ccc(CNC(=O)C2CC(c3ccc(C(F)(F)F)cc3)=NO2)cc1 (stereo not drawn),0.1,i,i
CC12COC3(C(=O)Nc4nccs4)CC1CCC32C (stereo not drawn),-0.2,i,i
COC(=O)c1ccc(OC(=O)CCc2cc(OC)c(OC)c(OC)c2)cc1,1.2,i,i
COc1ccccc1-c1c(C#N)c(N)nc2c1CCC2,-2.6,i,i
CCOCCOC(=O)C(C)Sc1n[nH]c(=O)[nH]c1=O (stereo not drawn),-2.1,i,i

Compounds as they come; about 1.5% have a hit in one of these screens.
